TRPN1 ag – zebrafish TRPN1 (NompC) channel agonism; HEK293 zebrafish TRPN1-YFP, Fluo-8 calcium fluorescence; 100% = response to 87 µM carbachol; activation, % at 3 µM; hit rate 0.18% among 220,000; AID 1424;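 active = activation above its plate's cutoff, the mean activation of test wells on that plate plus 3 SD, cut at about 19% in these data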;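 note: 0% = DMSO alone and 100% = 87 µM carbachol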
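Assay system: Zebrafish TRPN1-YFP in HEK293 cells | Incubation: Dye loading 1 h at 37 °C, then 30 min room temperature | Measured by: Kinetic Fluo-8 fluorescence, ex 470-495, em 515-575 nm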
Furin inh – human furin inhibition; hit rate 0.061% among 220,000; inhibition, % at 30 µM; AID 463115; P09958; purified furin, fluorogenic substrate cleavage; in the data active = inhibition above about 25%; note: inactives centre near -15
thrombin 1536 – blocks human thrombin protease activity. alpha-thrombin, Boc-VPR-AMC fluorogenic substrate cleavage. inhibition, % at 5 µM. hit rate 0.26% among 220,000. AID 1046. P00734;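 active = inhibition at or above 40%; inactive = inhibition below 40%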;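 note: 0% = enzyme with no compound and 100% = wells without enzyme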
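Test system: human alpha-thrombin protein / Dosing: one concentration per compound, 5 µM, with 0.2% DMSO / Medium: pH 7.5 Tris-saline with Tween 20 / Benchmarks: no-compound enzyme wells and no-enzyme blanks / Read-out basis: percent inhibition of thrombin substrate cleavage / Timing: reaction at room temperature / Measured by: fluorescence, ex 355 nm, em 460 nm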
TRPML3 agonist – agonists of human TRPML3 channel; activation, % at 3 µM; Q8TDD5; HEK293 TRPML3-YFP, Fluo-8 calcium fluorescence; 100% = the carbachol control signal; hit rate 0.29% among 220,000;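 active = activation above its plate's cutoff, the mean activation of the plate's test wells plus 3 SD, cut at about 12% in these data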;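 note: 0% = DMSO only wells and 100% = carbachol wells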
Target sequence (Q8TDD5 whole entry, looked up): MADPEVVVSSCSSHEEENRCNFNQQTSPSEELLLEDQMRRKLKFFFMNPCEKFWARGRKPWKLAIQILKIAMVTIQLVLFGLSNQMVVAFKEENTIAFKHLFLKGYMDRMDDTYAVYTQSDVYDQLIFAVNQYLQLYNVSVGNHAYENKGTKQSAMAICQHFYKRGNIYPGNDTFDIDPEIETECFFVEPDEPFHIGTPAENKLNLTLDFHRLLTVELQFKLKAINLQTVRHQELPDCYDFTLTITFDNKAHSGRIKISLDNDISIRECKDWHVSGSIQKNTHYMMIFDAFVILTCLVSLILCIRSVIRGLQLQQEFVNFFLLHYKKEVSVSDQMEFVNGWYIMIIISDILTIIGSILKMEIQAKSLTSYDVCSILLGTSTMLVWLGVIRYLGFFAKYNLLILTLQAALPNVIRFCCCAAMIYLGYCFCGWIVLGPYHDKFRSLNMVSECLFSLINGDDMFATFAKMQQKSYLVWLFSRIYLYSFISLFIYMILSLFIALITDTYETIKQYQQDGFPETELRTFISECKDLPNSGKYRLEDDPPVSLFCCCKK
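Material: HEK293 cells stably carrying human TRPML3-YFP; compound dosing: single dose, 3 µM final nominal compound, 0.3% DMSO final; incubation: 1-h 37 °C dye load, 5-s basal, 120-s post-compound reads; technique: Fluo-8 intracellular calcium fluorescence, excitation 470-495 nm, emission 515-575 nm; read-out basis: percent activation from peak-to-basal fluorescence ratio, scaled between DMSO and carbachol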
EBV gp42 inh – EBV gp42 inhibition; Q1HVG2; Fluorescence polarization binding assay, mP read-out; inhibition, % (tested at 21.74 µM); hit rate 0.42% among 220,000; in the data active = inhibition above about 50%
Target sequence (Q1HVG2 whole entry, looked up): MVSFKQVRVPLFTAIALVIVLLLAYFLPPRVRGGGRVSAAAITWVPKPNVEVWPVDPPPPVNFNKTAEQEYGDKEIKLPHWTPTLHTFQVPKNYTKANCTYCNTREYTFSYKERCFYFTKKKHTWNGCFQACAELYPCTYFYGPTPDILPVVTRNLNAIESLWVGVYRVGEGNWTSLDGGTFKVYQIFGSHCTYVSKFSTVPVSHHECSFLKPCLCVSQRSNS
TbHK1 inh – T. brucei hexokinase 1 inhibition. recombinant TbHK1, G6PDH-coupled NADH A340. inhibition, % at 10 µM. hit rate 0.11% among 220,000. AID 1430;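 active = inhibition of 50% or more in the single-dose primary screen; inactive = inhibition below 50%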
Cl transport mod – KCC2 (human) Cl- transport modulation; KCC2 cells, thallium flux FluoZin-2 fluorescence; B-score of Tl+ flux slope (higher = more flux/activation; lower = inhibition) at 10 µM; hit rate 2.2% among 190,000;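 active = thallium flux slope and its plate-corrected score both differing from the plate sample mean at a set confidence after two filtering rounds, in either direction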;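 note: slope of fluorescence scaled to starting intensity during 10 to 20 s after thallium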
m-calpain inh – calpain II (pig) inhibition; purified calpain II, fluorogenic peptide substrate, 30 min; inhibition, % at 16 µM; hit rate 0.37% among 220,000; AID 1236;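 active = inhibition above about 50%, limit read from the data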
PPC-1+TRAIL kill – PPC-1 cancer cell killing with TRAIL present; PPC-1 cells + TRAIL, ATPLite viability luminescence; hit rate 0.41% among 220,000; cell killing (% activity), % at 4 µM;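 active = cell killing above 50% in the first pass at 4 µM, then a duplicate retest at 5 µM averaging 50% or more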;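 note: plate controls were cells with TRAIL plus DMSO for no effect and medium-only wells lacking cells for full effect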
Starred values were filed as active, the others as inactive; i = inactive; . = no result given; [ ] = another dose, or the depositor's remark. Compounds as they come. About 3.6% of those tested had a hit in this group.

SMILES	TRPN1 ag	Furin inh	thrombin 1536	TRPML3 agonist	EBV gp42 inh	TbHK1 inh	Cl transport mod	m-calpain inh	PPC-1+TRAIL kill
Nc1nc2n(n1)C1(CCCCC1)C1=C(CCCC1)N2	-0.1	-18	-3	0.5	-8	2	1.4	-182	-4
O=C(CC1NCCc2ccccc21)Nc1ccc(Cl)cc1 (stereo not drawn)	0.5	-3	-2	0.0	-8	1	-0.51	7	1
O=C(c1ccc(F)cc1)C1CCN(C(=O)NCc2ccccc2)CC1	1.4	-13[20 µM]	3	0.8	-19	-3	0.57	9	-15
O=C(COc1ccccc1Cl)NCCC1=CCCCC1	-0.7	-11	-7	0.4	-13	3	-1.1	3	8
O=C(c1cccs1)N1CCN(C(=O)C(c2ccccc2)c2ccccc2)CC1	0.4	-19[20 µM]	-1	-1.5	-14	-2	0.014	-5	24
CCCN(Cc1ccccc1)C(=S)Nc1ccc(OCC)cc1	-0.9	-16	.	-0.1	-21	15	0.38	23	11
Cn1c(NC(=O)/C=C/c2ccco2)cc(=O)n(C)c1=O	0.1	14	-3	0.4	-11	-19	-0.7	4	4
CCCn1c(N)c(N2CCCCC2)c(=O)n(CC(=O)Nc2ccccc2C)c1=O	0.4	-24[20 µM]	-7	0.4	-16	-4	-1.2	21	13
CCn1c(=O)cc(SCC(=O)Nc2ccc3c(c2)OCCO3)c2ccccc21	0.2	-23	3	-1.6	-24	-6	-0.1	31	5
COC(=O)c1c(-c2ccco2)csc1NC(=O)C1CC=CCC1C(=O)O (stereo not drawn)	1.1	-20	3	1.5	-17	10	.	-47	12
CCOC(=O)c1sc(NC(=O)c2ccc(OC(C)=O)cc2)nc1C	0.6	-19	-7	0.2	1	-8	-0.21	-71	50
Cc1cc(C)c2oc(C(=O)Nc3ccc(S(=O)(=O)N4CCC(C)CC4)cc3)cc(=O)c2c1	0.8	-4	20	0.1	5	18	0.46	-89	42
O=C(c1ccc(Sc2cccc(Cl)c2)c([N+](=O)[O-])c1)N1CCN(c2ccccn2)CC1	-0.4	-16	-5	1.1	5	7	-0.27	-9	18
Cc1ccc(Nc2cnn(C34CC5CC(CC(CC(=O)O)(C5)C3)C4)c(=O)c2Cl)cc1C	-0.3	11[20 µM]	-5	0.8	-2	-52	0.5	-2	-1
O=C1Nc2ccc(Br)cc2/C1=N/N=C/C1=C(N2CCOCC2)C(=C\c2ccccc2)/CC1	-0.5	-11[20 µM]	5	0.6	-14	-20	-0.074	-187	-10
CS(=O)(=O)N(CC(=O)NCCSCc1cccc(Cl)c1)c1ccc2c(c1)OCO2	-2.4	-32[20 µM]	-1	-1.6	-17	8	-0.61	25	24
CCC(=O)Nc1ccc(Br)cn1	1.8	-33	-11	0.7	-9	-3	1.2	-28	7
CC(=O)OC(Cn1nc(C)cc1C)c1ccccc1 (stereo not drawn)	0.3	-11	0	0.1	-18	3	-0.92	4	4[5 µM]
O=C(N/N=C/c1cc2cc3c(cc2nc1Cl)OCCO3)c1ccccc1O	1.2	-17	1	1.2	12	-17	0.73	-35	33
COc1ccc(S(=O)(=O)NCCN2CCNC2=O)cc1OC	0.3	-19	-16	1.1	-15	-9	0.039	14	13
Cc1nn(Cc2ccccc2)c(C)c1/C=N/NC(=O)c1ccccc1O	2.0	2	-6	-0.1	-1	-34	0.52	11	17
CCCCNC(=S)N1CCN(Cc2ccc3c(c2)OCO3)CC1	2.9	-17	-8	0.7	-18	5	-0.087	-11	-11
CC(=S)c1c(C)cc2cc(C)ccn12	1.6	-12	-4	0.3	-7	-6	-0.61	3	8
CCOC(=O)c1nnn(-c2nonc2N)c1-c1cccs1	-0.1	-13	2	0.0	1	0	.	-6	-15
Cc1onc(-c2ccccc2)c1C(=O)Nc1ccccc1C#N	0.3	-26	-5	0.0	-17	-2	.	5	14
CCC(=O)N1C(C(=O)O)CSC1c1ccc(OC)cc1 (stereo not drawn)	1.1	-16	-7	-0.8	4	1	0.11	7	-9
Cc1nc(SC(C)C)[nH]c(=O)c1Cc1ccccc1	-0.9	-21	-4	-0.1	5	-1	.	-20	-20
O=C(CN(Cc1ccccc1)C(=O)c1cc2c(s1)CCC2)NCc1cccs1	-3.2	-3[20 µM]	-2	-1.3	-4	1	-2.9	41	3
CCCCN(C)C(=S)Nc1ccc2nc(N3CCN(CC)CC3)cc(C)c2c1	0.7	-19	-5	0.8	-5	-12	0.46	-32	21
CCOc1ccc(NC2=C(Cl)C(=O)N(C3CCCCC3)C2=O)cc1	1.2	-11	-5	1.0	4	-1	-0.0035	19	14
N#C/C(=C(O)\C=C\c1ccccc1)c1nc2ccccc2[nH]1	-0.2	-22	2	0.0	2	3	6.6*	-63	10
O=[N+]([O-])c1cc(C=Nc2ccc3ccccc3c2)ccc1Br	0.8	-17	-2	0.4	7	-5	-0.11	-52	3
Cc1cc(C)cc(NC(=O)N2CCCC2C(=O)NCc2ccco2)c1 (stereo not drawn)	0.6	0	2	-0.4	2	11	-0.36	-3	3
O=C(c1ccc2c(c1)OCO2)N(Cc1cccs1)C1(C(=O)NC2CCCCC2)CCCCC1	-0.8	-21	-3	1.0	0	-6	-2	1	5
Cc1cccc(-c2nc3ccccc3c(=O)n2NC(=O)/C=C/c2ccc([N+](=O)[O-])cc2)c1	0.3	-26	2	0.1	3	-18	0.68	-7	23
CC(C)(C)c1ccc(C(=O)NNC(=O)Cc2cccc3ccccc23)cc1	-0.8	-12[20 µM]	2	-0.3	-9	6	-1.4	10	-5
O=S(=O)(Nc1ccccn1)c1ccc(C(F)(F)F)cc1Cl	0.5	-9	-4	0.5	5	-10	-0.52	-9	-6
CCOc1ccc(NC(=O)CN2CCC(n3cnc4cc(F)ccc43)CC2)cc1	-2.0	-7	1	-0.2	1	2	-0.053	12	-6
COc1cccc(/C=N/NC(=O)CNC(=O)CCc2ccccc2)c1O	0.6	-14	0	-0.2	-26	-15	0.32	-18	-9
Cc1ccc(CNC(=O)Cc2nc3nc(C)cc(C)n3n2)cc1	0.9	-13	-5	-0.2	1	14	-0.62	-15	20

Some of these compounds in order of the EBV gp42 inh value, rising:
Molecule | EBV gp42 inh
CCCCNC(=S)N1CCN(Cc2ccc3c(c2)OCO3)CC1 | -18
CC(C)(C)c1ccc(C(=O)NNC(=O)Cc2cccc3ccccc23)cc1 | -9
CC(=S)c1c(C)cc2cc(C)ccn12 | -7
CCCCN(C)C(=S)Nc1ccc2nc(N3CCN(CC)CC3)cc(C)c2c1 | -5
Cc1ccc(CNC(=O)Cc2nc3nc(C)cc(C)n3n2)cc1 | 1
O=[N+]([O-])c1cc(C=Nc2ccc3ccccc3c2)ccc1Br | 7

Next structures
SMILES	TRPN1 ag	Furin inh	thrombin 1536	TRPML3 agonist	EBV gp42 inh	TbHK1 inh	Cl transport mod	m-calpain inh	PPC-1+TRAIL kill
O=C(CSc1nnc2c(n1)[nH]c1ccc(S(=O)(=O)N3CCOCC3)cc12)Nc1ccccc1Cl	1.5	-9	-4	0.7	-13	0	-1.5	15	2
O=C(O)c1ccc(Nc2nc(-c3cc4ccccc4oc3=O)cs2)cc1O	0.8	-24	-6	0.6	-2	-3	0.31	26	20
Nc1nc(-c2cccnc2)nc(N2CCCCC2)n1	-0.1	-27	5	0.3	-6	-1	0.41	1	6
COC(=O)Cc1[nH]c(=O)[nH]c1C(=O)OC	0.5	-24	-8	0.8	-12	-6	-0.29	7	5
NC(=O)C1CCN(Cc2nc(-c3ccccc3)no2)CC1	0.5	-7	5	0.7	-26	46	0.0014	-11	1
CC(C)CCNC(=O)NC(=O)CSc1ncccn1	0.6	-23	-5	0.5	-1	2	0.94	1	3
CCN(CC)C(=O)CCS(=O)(=O)c1cccc2nonc12	0.8	-13	-4	0.3	4	-3	.	-11	3
Cc1ccc(C)c(NC(=O)CCn2nc(C)cc2C)c1	2.2	-10	1	0.5	3	3	1.4	-1	14
CSCCC(C(=O)Nc1ccc2c(c1)OCO2)N1C(=O)c2ccccc2C1=O (stereo not drawn)	-0.2	0[20 µM]	-3	0.1	-25	3	.	3	-21
O=C(NCc1ccco1)C(c1ccccc1)N(Cc1ccccc1)C(=O)Cn1nnc2ccccc21 (stereo not drawn)	0.3	-14[20 µM]	-2	-0.6	-8	-3	0.072	26	22
C=CCNC(=O)/C(=C/c1cn(-c2ccccc2)nc1-c1cccc([N+](=O)[O-])c1)NC(=O)c1ccccc1	0.4	-7	-9	0.2	-3	3	0.86	26	26
CSc1nccc(Oc2cccc(C#N)c2)n1	-0.7	10	-5	0.3	-20	28	0.58	-9	16
CCOC(=O)c1cc2oc(C(c3nnnn3C3CCCCC3)N3CCOCC3)cc2[nH]1 (stereo not drawn)	-0.1	-15[20 µM]	-11	-0.4	3	-8	.	-28	22
COc1ccc(C(C[N+](=O)[O-])c2c(-c3ccccc3)cc3ccccn23)c(OC)c1 (stereo not drawn)	-0.1	-33[20 µM]	17	3.0	1	-2	0.73	-236	10
Cc1nnsc1C(=O)NC(=O)Nc1ccc(F)c(Cl)c1	11	-17	-9	5.6	2	-10	-0.86	-2	-10
Nc1c(C(=O)NCCc2ccc(Cl)cc2)sc2ccc(S(=O)(=O)N3CCCCC3)cc12	-1.3	-6	-14	0.3	-4	-5	-0.098	-9	-3
O=C1NC(N2CCOCC2)=N/C1=C/c1ccc2c(c1)OCO2	-0.8	-2	2	-0.2	-25	-31	1.3	-23	5
CN(C)CCNC(=O)/C(=C/c1ccc(-c2ccc(Cl)cc2Cl)o1)NC(=O)c1ccccc1	-2.3	2	-5	0.3	2	-37	0.18	-46	31
COCCN1Cc2cccc(C(=O)Nc3cc(C)cc(C)c3)c2C1=O	1.8	-22	-1	-0.5	-15	0	0.89	-68	-11
COc1cc(CC(=O)NCc2ccco2)cc(OC)c1OC	0.1	-1[20 µM]	3	1.0	-17	-6	0.45	-10	-4
COc1cc(CNC(C)(C)CO)ccc1OCC(=O)NC(C)(C)C	0.2	-22	-4	0.8	-4	-6	-0.35	-6	-19
COc1ccc(S(=O)(=O)N(CC(=O)N2CCN(c3ccccc3)CC2)c2ccccc2)cc1	-0.2	-17[20 µM]	-3	1.1	-7	-10	0.38	-34	7
CC(C)N(C(=O)Nc1ccc2nccnc2c1)C(C)C	1.0	-6	4	0.0	-13	-1	.	i	10

Printed as active in Cl transport mod, of those listed so far:
compound	Furin inh	thrombin 1536	TRPML3 agonist	EBV gp42 inh	TbHK1 inh	Cl transport mod	m-calpain inh
N#C/C(=C(O)\C=C\c1ccccc1)c1nc2ccccc2[nH]1	-22	2	0.0	2	3	6.6*	-63
